Hsp70 displacement: Hsp70 inhibitors, probe displacement, primary screen, biochemical, fluorescence polarization (AID 583); Heat shock 70 kDa protein 1A (Homo sapiens); Hsp70 fluorescence polarization probe displacement, mP; higher % means a stronger effect; one-dose displacement, % at 20 µM; IC50 in µM for titrated hits; 140,000 compounds, 0.06% hits; in the data active = displacement above about 50%;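 also: plate controls were vehicle for no effect and reference ligand for full effect; a part of the inactive calls stands beside numbers as strong as those of hits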
MKP-3 inhibition: MKP-3 phosphatase inhibitors, primary screen, biochemical, rat enzyme, in vitro (AID 425) | 110,000 compounds, 0.17% hits | one-dose inhibition, % at 20 µM; IC50 in µM for titrated hits | recombinant MKP-3 phosphatase activity, fluorescence; higher % means a stronger effect; in the data active = inhibition above about 50%;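 also: plate controls were vehicle for no effect and reference inhibitor for full effect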
* hit, by the source's call; / = not tested or not shown; & = joins results of further samples.

Start of the data: the first four entries, to show the layout:
SMILES	Hsp70 displacement	MKP-3 inhibition
Cc1cccc(C)c1OCC(O)CNC(C)(C)C (stereo not drawn)	-3.8%&5.6%	-2%
O=C(Nc1ccc(Cl)cc1Cl)c1nc2nc(-c3ccccc3)cc(C(F)(F)F)n2n1	-1.1%	-2%
CCOC(=O)C1(Cc2ccccc2)NC(c2ccccc2F)C2C(=O)N(CC)C(=O)C21 (stereo not drawn)	1.0%	-6%
COc1ccc(-n2c(=O)cc(N3CCN(c4ccccc4)CC3)[nH]c2=O)cc1	-7.3%	-15%

Results (from the top)
SMILES	Hsp70 displacement	MKP-3 inhibition
Cc1cccc(C)c1OCC(O)CNC(C)(C)C (stereo not drawn)	-3.8%&5.6%	-2%
O=C(Nc1ccc(Cl)cc1Cl)c1nc2nc(-c3ccccc3)cc(C(F)(F)F)n2n1	-1.1%	-2%
CCOC(=O)C1(Cc2ccccc2)NC(c2ccccc2F)C2C(=O)N(CC)C(=O)C21 (stereo not drawn)	1.0%	-6%
COc1ccc(-n2c(=O)cc(N3CCN(c4ccccc4)CC3)[nH]c2=O)cc1	-7.3%	-15%
CCN(CC)CCCn1c(C)cc2c(c1=O)C(c1cc(OC)c(OC)cc1OC)C(C#N)=C(N)O2 (stereo not drawn)	-2.1%	-8%
CCOC(=O)COn1c(=O)c(-c2cccs2)[n+]([O-])c2ccccc21	30%	-3%
CCc1nc2sc3c(c2c(=O)n1N)CCC3	-5.7%	7%
O=C(Cc1c[nH]c2ccccc12)Nc1nc2ccccc2[nH]1	-3.5%	-14%
C[C@H](NC(=O)NC1CCCc2ccccc21)C(=O)O (stereo partly drawn)	-2.3%	/
CC(C)(C)c1cn(-c2ccc(F)cc2)c(=S)[nH]1	4.5%	/
CCCn1c(NCc2cc(C)ccc2O)nc2ccccc21	3.6%	-2%
COC(=O)c1ccccc1NC(=O)C1CCN(C(=O)c2cc(OC)c(OC)c(OC)c2)CC1	0.5%	-4%

The list goes on, overlapping the part above by 2 compounds.
SMILES	Hsp70 displacement	MKP-3 inhibition
CCCn1c(NCc2cc(C)ccc2O)nc2ccccc21	3.6%	-2%
COC(=O)c1ccccc1NC(=O)C1CCN(C(=O)c2cc(OC)c(OC)c(OC)c2)CC1	0.5%	-4%
O=C(c1cccc(F)c1)N1CCN(CC2CC3C=CC2C3)CC1 (stereo not drawn)	11%	-3%
O=C(Nc1ccc2c(c1)OCCO2)C1CCN(S(=O)(=O)c2cccc3nsnc23)CC1	-4.8%	-2%
COC(=O)c1cc2oc(C)cc2n1CC(=O)Nc1ccc(C)c(C)c1	-0.3%	-4%
c1ccc2nc3c(cc2c1)CCCCCC3	-1.1%	/
CCC(=O)Nc1c2c(nn1-c1ccccc1C)CSC2	4.3%	2%
CCc1ccc(C(C)NC(=O)Cc2ccccc2)cc1 (stereo not drawn)	-1.4%	0%
Cc1ccc(CC2C(=O)N(c3ccc([N+](=O)[O-])cc3)C(=O)C2C)cc1 (stereo not drawn)	-0.3%	1%
O=C(O)CCN1C(=O)/C(=C/c2cn(-c3ccccc3)nc2-c2cccs2)SC1=S	-9.5%	4%
O=C(COc1cccc(OC(F)F)c1)Nc1ccc(SC(F)F)cc1	3.8%	-8%
O=C(N1CCOCC1)N1CCC(n2nnc3ccccc32)CC1	-0.2%	1%
CC(C)(C)n1nc2c(c1NC(=O)COc1ccc3ccccc3c1)CS(=O)(=O)C2	3.5%	/
COC(=O)C(CC(C)C)Oc1ccc2c(C)cc(=O)oc2c1 (stereo not drawn)	5.8%	2%
COc1ccccc1NC1=NC(c2ccc(Cl)cc2)N=C(N)N1 (stereo not drawn)	5.5%	2%
O=C(NC1CCCc2ccccc21)C1CCN(S(=O)(=O)c2cccc3nsnc23)CC1 (stereo not drawn)	-0.2%	3%
COCCNC(=O)c1ccc(C)c(S(=O)(=O)Nc2ccc(C)cc2)c1	3.1%	/
O=C1CCC(C(=O)N(Cc2ccco2)C2(C(=O)NC3CCCC3)CCCCC2)N1 (stereo not drawn)	8.5%	-9%
O=C(COc1ccccc1)Nc1ccc(-c2nc3ccccc3s2)c(O)c1	-103%	10%
CC(C)C(=O)Nc1ccc(C(=O)N2CCN(C(=O)c3ccco3)CC2)cc1	-4.2%	-20%
COc1cc2c(C(=O)N3CCN(C)CC3)c(C)oc2cc1Br	0.4%	-5%
Cc1nn(-c2ccccc2)c2c1C(O)n1c(nc3ccccc31)S2 (stereo not drawn)	1.9%&-2.3%	0%&-4%
CCn1c(=N)n(CC(=O)c2ccco2)c2ccccc21	-1.3%	-13%
COc1ccc(OC)c(/C=C2\C(=O)N(c3ccc(S(N)(=O)=O)cc3)N=C2C)c1	0.8%	4%
Cc1c(C#N)c2ccccc2n1CC(=O)NC(C)c1ccccc1 (stereo not drawn)	1.7%	/
CCc1ccc2c(c1)C1(NN=C(c3ccccc3)S1)C(=O)N2 (stereo not drawn)	7.0%&10%	0%
COCCNC(=O)c1ccc(NS(=O)(=O)c2cc(C)ccc2C)cc1	-0.5%	-1%
CCOC(=O)CSC1=C(C#N)C(=O)NC2(CCCCC2)S1	1.4%	-4%
NCCN1CCN(CCN)CC1	1.9%	-3%
COC(=O)C1=C(C)N(c2ccccc2F)C(=O)/C1=C\c1ccc(F)cc1	1.7%	-3%
O=C(O)CCCCCN1C(=O)C(=O)/C(=C(/O)c2ccc(F)cc2)C1c1cccc([N+](=O)[O-])c1 (stereo not drawn)	-2.0%	3%
CCOC(=O)N1CCN(C(=O)Cc2ccc(Cl)cc2)CC1	5.2%	1%
COc1cccc(-c2noc(-c3cccnc3)n2)c1	3.1%	-8%
O=C(COc1ccccc1Cl)NCc1cccnc1	0.4%	1%
O=C(c1cnn2ccccc12)N1CCCc2ccccc21	0.1%	4%
COc1ccc(OC)c(/C=N/n2nnnc2N)c1	2.2%	1%
CC(CC(C)C(=O)Nc1ccccc1C(C)(C)C)C(=O)O (stereo not drawn)	0.0%	/
CCC(CC)NCc1cccc([N+](=O)[O-])c1	2.1%	0%
Cc1ccc2c(C)nc(Nc3nc(CSc4nnc(C)s4)cc(=O)[nH]3)nc2c1	-0.2%	/
O=c1oc2ccccc2c2c1ncn2C1CCCCC1	7.7%&1.2%	-5%&-2%
Cc1cc(C)cc(NC(=O)CN2CCCN(S(=O)(=O)c3ccc(Br)s3)CC2)c1	1.3%	/
COc1ccc(S(=O)(=O)n2ccnc2)c2cccnc12	-2.3%	-7%
C/C(=N\Nc1nc(-c2ccc(C)cc2)nc2ccccc12)c1ccc(N)cc1	1.1%	2%
CCCc1ccc(OC(=O)c2cccs2)cc1	-2.1%	/
O=C(O)Cn1cc2c(n1)CCCCC2	-5.3%	3%
CN=C1SC(CC(=O)Nc2sc(C)c(C)c2C(=O)OC)C(=O)N1C (stereo not drawn)	-3.5%	0%
CCCCn1c2c(c3ccccc31)CCc1nonc1-2	/	2%
C=CCOC(=O)CCP(=O)(CCC(=O)OCC=C)c1ccccc1	5.9%	-10%
O=C(COc1ccccc1)Nc1ccc(S(=O)(=O)N2CCCCCC2)cc1	1.8%&-0.2%	2%
C=C(C)CSc1nnc(-c2cc(OC)c(OC)c(OC)c2)n1N	-7.5%	-8%
O=C(Nc1cccc(Cl)c1Cl)c1cc(-c2cccs2)nc2ccccc12	-2.9%	4%
COc1cc(OC)c(OC)cc1CN1CCN(C(=O)c2ccccc2F)CC1	-4.4%	1%
O=C(Nc1ccc(OCc2ccccc2)cc1)Nc1cccc(Cl)c1	1.8%	4%
CC1(C(=O)N(c2ccccc2)C(C(=O)NC2CCCC2)c2ccccn2)CC(=O)N=C2C=CC=CN21 (stereo not drawn)	-3.8%	-14%
O=C(C1CC1)N1CCC(c2nc(-c3ccc(S(=O)(=O)N4CCCC4)cc3)no2)CC1	-0.9%	/
O=C(CSc1nnc(-c2ccccc2O)o1)Oc1ccc(Br)cc1	12%	/
COc1ccc(OC)c(NC(=O)c2cn(C)c(=O)c3cc(OC)c(OC)cc23)c1	/	-2%
c1ccc(CNc2ncnc3c2ncn3C2CCCCO2)cc1 (stereo not drawn)	3.1%	-8%
CCOC(=O)c1oc2ccccc2c1CSc1nnnn1-c1ccc(C)cc1	0.4%	-7%
COc1ccc(-c2nc(Cc3ccc(Cl)cc3)no2)cc1OC	0.1%	/
C=CCn1cc(C(=O)N2CCN(C)CC2)c(=O)c2cc(S(=O)(=O)N3CCCC3)ccc21	2.5%	-6%
COc1ccccc1N1CCN(Cc2ccc(Br)o2)CC1	-3.2%	-7%

The results go on.
SMILES	Hsp70 displacement	MKP-3 inhibition
CCOc1ccc(NC(=O)c2ccoc2C)cc1	1.4%	2%
COc1ccc(C(=O)N2CCN(c3cccc(C)c3C)CC2)cc1OC	2.6%	0%
CCC1Sc2ccccc2N(CC(=O)NC2CCCC2)C1=O (stereo not drawn)	4.6%	4%
CCCCCCSc1ncc(C#N)c(N)n1	1.9%	1%
O=C(Nc1ccc2oc(-c3ccccc3)nc2c1)c1ccccc1F	10%	/
COc1ccccc1N1CCN(/N=C\c2cccc(Br)c2)CC1	-0.5%	4%
COc1ccc(O)c(C(=O)c2cnn(C(=O)c3cc(C)oc3C)c2)c1	2.1%	-2%
C=CCSC1=C(C#N)C(c2ccccc2OCC)CC(=O)N1 (stereo not drawn)	-0.7%	-6%
Cn1c(CN2CCOCC2)nc2cc(NC(=O)c3ccc(Cl)cc3)ccc21	-0.1%	7%
Cc1ccc(OCc2nnc(NC(=O)c3cccs3)s2)cc1	-1.0%	-4%
CC1=CC(C)(C)N(C(=O)Nc2ccc(F)cc2)c2ccc(C)cc21	0.7%	4%
N#C/C(=C\c1ccc(-c2cccc(Cl)c2)o1)C(=O)Nc1cccc2cccnc12	-7.4%	/
CCC(CO)Nc1nc2c(c(=O)n(C)c(=O)n2C)n1C (stereo not drawn)	-1.4%	3%
Clc1ccccc1-c1ccc(/C=N/n2cnnc2)o1	2.7%	0%
Cc1ccc(C(=O)Nc2ccc(O)cc2C(=O)O)cc1	-0.4%	/
O=c1cc(-c2cccc3ccccc23)[nH][nH]1	-0.4%	-8%
Cc1ccc(-c2ccc(OCC(=O)Nc3cccc(C)c3)cc2)cc1	2.3%	4%
CC1=C(C#N)C(=O)OC(C)(C)C1	20%	-6%
Cc1ccc2[nH]c3c(N4CCCCCC4)ncnc3c2c1	0.7%	-2%
CCn1c(CNc2cccc(Cl)c2)nnc1SCC(=O)OC1CCCCC1	0.5%	4%
CCOC(=O)CSc1nc2sccc2c(=O)[nH]1	3.3%	/
CC(=O)c1ccc2c(c1)C1C=CCC1C(c1cccc([N+](=O)[O-])c1)N2 (stereo not drawn)	4.9%	9%
Brc1ccc(-c2nc(NCCCN3CCOCC3)c3ccccc3n2)cc1	5.9%	1%
COc1ccc(-c2nnc3ccc(SC)nn23)cc1	0.4%	-4%

Laid out differently: entries from further up.
structure | Hsp70 displacement | MKP-3 inhibition
CCC(CO)Nc1nc2c(c(=O)n(C)c(=O)n2C)n1C (stereo not drawn) | -1.4% | 3%
Clc1ccccc1-c1ccc(/C=N/n2cnnc2)o1 | 2.7% | 0%
Cc1ccc(C(=O)Nc2ccc(O)cc2C(=O)O)cc1 | -0.4% | /

Whole records as entered above.
Record of `O=C(c1cnn2ccccc12)N1CCCc2ccccc21` : Hsp70 displacement: 0.1%; MKP-3 inhibition: 4%
Record of `CCOC(=O)CSc1nc2sccc2c(=O)[nH]1` : Hsp70 displacement: 3.3%; MKP-3 inhibition: /

(next part)
SMILES	Hsp70 displacement	MKP-3 inhibition
NC1=NC2(CCCCC2)N(c2cccc(Cl)c2)C(N)=N1	1.8%	/
O=C(Nc1ccc(-c2nnc3n2CCCCC3)cc1)c1cnccn1	-1.7%	/
Cn1c(=O)c2c(ncn2CC(O)CNc2ccc(Cl)cc2)n(C)c1=O (stereo not drawn)	-0.6%	-4%
COC(=O)/C(=C\C=C\N(C)c1ccccc1)C(C)=O	-23%	1%
Cc1nc2nc(C)c(CCC(=O)NC(C)c3ccc4c(c3)OCCO4)c(C)n2n1 (stereo not drawn)	0.4%	-4%
CCc1c(C)n2nc(C)cc2[nH]c1=O	0.5%	-4%
Cc1nnc(SCC(C)C)[nH]c1=O	-6.1%	-6%
Cc1ccc2nc(N3CCC(C(=O)O)CC3)nc(-c3ccccc3)c2c1	4.2%	-11%
CC1CCCC(NC(=S)Nc2ccc(SC(F)F)cc2)C1C (stereo not drawn)	0.0%	/
Cc1ccc(-c2nc(-c3cc4cc([N+](=O)[O-])c(O)cc4oc3=O)cs2)cc1	-9.0%	-1%
COC(=O)C(C#N)c1nc2ccccc2nc1N1CCN(Cc2ccc3c(c2)OCO3)CC1 (stereo not drawn)	-0.3%	-24%
Cc1cc(SCCC(=O)O)nc2c(C)cccc12	2.7%	/
CCC/C(O)=C1\C(=O)CC(C)(C)CC1=Nc1ccccc1	3.2%	7%
Cc1csc(NC(=O)CSc2nnc(Cc3cccn3C)n2-c2ccc(F)cc2)n1	-2.3%	-7%
CCOC(=O)N1CCC(NC(=O)c2cc3sccc3n2CC)CC1	-0.9%	-2%
COc1cc(NC(=O)c2ccco2)ccc1NC(=O)c1ccccc1Cl	-3.6%	-13%
O=C(Nc1ccccc1)Nc1ccc(C(=O)N2CCOCC2)cc1	1.8%&2.9%	2%
COc1ccccc1N1C(=O)S/C(=C\c2cccc(Br)c2)C1=O	2.2%	-1%
C=C1c2cc(C)ccc2NC(=O)N1c1ccc(C)cc1	0.1%	/
CCN(CC)c1ccc(/C=C2\C(=O)NC(=O)N(c3ccc(Cl)cc3)C2=O)o1	-130%	6%
COc1ccccc1N1C(=O)c2ccc(C(=O)Nc3ccc(Sc4ccc([N+](=O)[O-])cc4)cc3)cc2C1=O	0.2%	0%
COc1ccc(C)cc1S(=O)(=O)Nc1ccccc1	6.1%	/
CCOc1ccc2[nH]c3c(N4CCN(c5ccccn5)CC4)ncnc3c2c1	-1.1%	-9%
CCCCCCC(=O)Nc1c(O)c2ccccc2[nH]c1=O	-1.8%	-8%
Cc1sc2ncnc(SCC(=O)c3ccc(Cl)s3)c2c1C	-7.4%	/

The list is partial (hit frequency here may not be typical).
